# Screening results: PubChem, several laboratories
# STAT3 activator: IL-6 driven STAT3 reporter potentiators, primary screen, U3A cells, luciferase, luminescence, MLSCN library. 190,000 tested, 0.91% active. IL-6 STAT3-luciferase reporter; 100% = signal with IL-6 EC80 alone. activation (% of control), % at 5.6 µM. AID 871, 2007;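 active = activation above the screen-wide mean of compound activation plus 3 SD, cut at about 130% in these data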;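 note: 0% = background luminescence of wells with medium and substrate only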
#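 Material: STAT1-lacking human U3A cells, STAT3 luciferase reporter | Benchmarks: IL-6-only wells as 100% reference | Probe or stimulus: IL-6 (33 ng/mL) | Timing: Compound 1 h, then IL-6 6 h at 37 °C | Detection: Luminescence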
# S1P3 antag: S1P3 receptor antagonists, primary screen, cell-based; 170,000 tested, 0.27% active; CHO S1P3 NFAT-BLA reporter, FRET fluorescence, antagonist mode; inhibition, % at 4.98 µM; Sphingosine 1-phosphate receptor 3 (Homo sapiens), Q99500;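 active = inhibition above the plate cutoff, the mean inhibition of test wells on that plate plus 3 SD, cut at about 28% in these data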;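 note: cells challenged with S1P at its EC80 of 0.8 µM; blue over green emission ratio from cleaved BLA substrate after 4 h stimulation; 0% = S1P-stimulated wells and 100% = unstimulated DMSO-only wells; some compounds past the cut are filed as inactive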
# Target sequence (Q99500 whole entry, looked up): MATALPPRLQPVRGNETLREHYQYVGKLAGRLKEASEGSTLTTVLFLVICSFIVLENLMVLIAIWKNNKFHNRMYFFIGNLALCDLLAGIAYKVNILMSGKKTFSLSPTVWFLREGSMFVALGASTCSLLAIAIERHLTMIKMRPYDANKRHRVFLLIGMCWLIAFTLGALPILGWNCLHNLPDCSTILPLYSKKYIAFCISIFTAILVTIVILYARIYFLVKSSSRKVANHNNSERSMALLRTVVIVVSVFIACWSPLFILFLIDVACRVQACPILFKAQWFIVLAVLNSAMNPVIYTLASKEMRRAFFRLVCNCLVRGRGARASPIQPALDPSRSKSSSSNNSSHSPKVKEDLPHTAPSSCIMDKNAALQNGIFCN
# STAT1 inh: STAT1 signaling inhibitors, primary screen, cell-based, HTS, luciferase reporter | NIH 3T3 STAT1-luciferase reporter, IFN-gamma, luminescence | AID 920, 2007 | inhibition, % at 5.5 µM | 200,000 tested, 0.35% active;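 active = inhibition above a set limit, the mean inhibition across all tested compounds plus 3 SD, cut at about 34% in these data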;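 note: 0% = IFN-gamma with DMSO and 100% = IFN-gamma with 300 µM nifuroxazide; values of inactives mirror those of a sister screen read the other way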
# RAM network inh: inhibitors of the yeast RAM network, primary screen, dse1pr::URA3 reporter, 5-FOA selection; AID 868, 2007; inhibition, % at 50 µM; S. cerevisiae dse1pr::URA3 reporter, 5-FOA growth OD615, 2 d; analog-sensitive cbk1-as2 kinase mutant strain; 190,000 tested, 1.8% active;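 active = inhibition above a set limit, 3 SD over mean compound inhibition, cut at about 8.4% in these data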;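 note: 0% = DMSO-only wells with no growth and 100% = 10 µM 1-NA-PP1 full growth; inhibition rescues growth on 5-FOA so higher OD means more RAM inhibition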
# PPARg SRC-3 ag: PPARgamma agonists recruiting SRC-3 coactivator, primary screen, biochemical. Peroxisome proliferator-activated receptor gamma (Homo sapiens), P37231. biochemical PPARgamma/SRC-3 coactivator recruitment assay. activation, % at 8 µM. 200,000 tested, 0.26% active. AID 731, 2007; in the data active = activation above about 23%;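 note: 0% = DMSO and 100% = reference agonist; some compounds past the cut are filed as inactive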
# Target sequence (P37231 whole entry, looked up): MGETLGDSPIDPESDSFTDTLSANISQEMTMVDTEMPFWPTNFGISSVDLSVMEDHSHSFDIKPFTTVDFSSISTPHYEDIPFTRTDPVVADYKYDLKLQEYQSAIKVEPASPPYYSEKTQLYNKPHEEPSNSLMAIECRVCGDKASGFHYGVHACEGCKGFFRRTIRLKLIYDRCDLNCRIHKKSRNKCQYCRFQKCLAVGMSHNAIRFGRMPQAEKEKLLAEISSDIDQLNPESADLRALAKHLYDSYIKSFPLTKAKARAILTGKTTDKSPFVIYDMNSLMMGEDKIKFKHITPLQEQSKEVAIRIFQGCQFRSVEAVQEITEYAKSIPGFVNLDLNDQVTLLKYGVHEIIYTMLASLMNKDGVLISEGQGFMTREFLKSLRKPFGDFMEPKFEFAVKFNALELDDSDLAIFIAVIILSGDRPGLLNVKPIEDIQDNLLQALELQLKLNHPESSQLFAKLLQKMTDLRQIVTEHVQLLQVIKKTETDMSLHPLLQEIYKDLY
# STAT3 inh: IL-6 driven STAT3 reporter inhibitors, primary screen, U3A cells, luciferase, luminescence, MLSCN library | IL-6 STAT3-luciferase reporter; host cell line lacks STAT1 | inhibition, % at 5.5 µM | 190,000 tested, 0.89% active | AID 862, 2007;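 active = inhibition above the mean inhibition across all screened compounds plus 3 SD, cut at about 44% in these data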;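 note: 0% = DMSO only wells and 100% = 100 µM nifuroxazide control wells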
# ROMK primary: ROMK potassium channel modulators, primary screen, cell-based, thallium flux, MLSMR library; Tet-inducible ROMK, thallium flux fluorescence; actives lie on both sides; B-score at 10 µM; 130,000 tested, 2% active; AID 1918, 2009;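 active = signal ratio slope over the read window, or its plate-corrected B-score, at least 3 SD from the plate mean, either direction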;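 note: B-score of the F/F0 ratio slope over 7 to 12 s after thallium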
# TLR4 MyD88 comp: inhibitors of TLR4-MyD88 association in cells, primary screen, cell-based, HeLa CL3-4, BLA complementation, FRET ratio | HeLa CL3-4 TLR4/MyD88 BLA complementation | Toll-like receptor 4 (Homo sapiens) + Myeloid differentiation primary response protein … | inhibition, % at 8.4 µM | 200,000 tested, 0.18% active; in the data active = inhibition above about 25%;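 note: 0% = vehicle and 100% = reference inhibitor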
# PPARg SRC-1 ag: PPARgamma agonists recruiting SRC-1 coactivator, primary screen, biochemical | PPARgamma-SRC-1 coactivator recruitment biochemical assay | Peroxisome proliferator-activated receptor gamma (Homo sapiens), P37231 | 200,000 tested, 0.41% active | AID 631, 2007 | activation, % at 8 µM; in the data active = activation above about 19%;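 note: 0% = DMSO and 100% = reference agonist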
# SRC2 TRFRET art: TR-FRET signal artefacts, primary screen, artefact control for PPARgamma SRC-2 agonist project, biochemical | TR-FRET ratio at 8 µM | 200,000 tested, 0.4% active | TR-FRET artefact counter-screen; hits give high values; in the data active = TR-FRET ratio above about 2000; note: inactives centre near 1500
# PPARg SRC2 recr: agonists of PPARg-SRC-2 recruitment, primary screen, biochemical, HTS; Peroxisome proliferator-activated receptor gamma (Homo sapiens), P37231; PPARgamma LBD-SRC-2 recruitment; activation, % at 8 µM; 200,000 tested, 0.34% active; AID 1032, 2008; in the data active = activation above about 22%;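 note: 0% = vehicle and 100% = reference agonist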
# The depositor's hits bear a star; . = not tested or not shown.
SMILES,STAT3 activator,S1P3 antag,STAT1 inh,RAM network inh,PPARg SRC-3 ag,STAT3 inh,ROMK primary,TLR4 MyD88 comp,PPARg SRC-1 ag,SRC2 TRFRET art,PPARg SRC2 recr
Cc1nnc(SCC(=O)NC(=O)Nc2ccc3c(c2)OCCO3)s1,90,-12,-16,0.5,-6,20,-0.5,-13,0,1322,0
COc1ccccc1NC(=O)CSCC(N)=O,105,10,1,0.7,-4,-4,.,-2,-1,1444,10
COc1ccc(NC(=O)c2c(NC(=O)CCC(=O)O)sc(-c3ccccc3)c2C)cc1,95,-10,-5,7.6,4,8,.,-4,8,1742,0
O=S(=O)(NCc1ccco1)c1cccc(S(=O)(=O)N2CCCCC2)c1,99,-21,12,1.9,-1,6,-1,-7,2,1818,7
O=C(c1ccc([N+](=O)[O-])cc1)N1CCN=C1SCc1ccccc1,101,-9,3,0.1,-4,3,-1,9,-9,1403,-1
CC(C)(C)c1ccc(OCC(=O)NNC(=O)CCc2ccccc2)cc1,102,.,-1,1.7,6,5,-1.1,-5,2,1501,0
Cn1ncc2c(NNC(=O)c3ccc(Cl)c(Cl)c3)ncnc21,97,7,-6,0.0,-5,-2,.,9,13,1667,3
COc1ccccc1NC(=O)N1CCCC(C(=O)Nc2cccc(C)c2C)C1 (stereo not drawn),91,-6,2,3.2,-2,17,-0.0016,6,-2,1397,-5
COc1ccc(CC(=O)Nc2cccc(-c3cn4ccccc4n3)c2)cc1,90,11,-20,1.7,2,12,-1.2,-11,-2,1620,6
COc1ccc(OC)c(NC(=O)CC2C(=O)NCCN2C(=O)Nc2cccc(Cl)c2)c1 (stereo not drawn),90,.,-3,0.8,-3,13,-1.4,4,0,1445,0
O=C(NC(=S)NC1CCSC1=O)c1ccccc1F (stereo not drawn),99,6,-6,-0.1,-2,10,0.09,1,8,1559,-1
O=C(CSc1ccc(Cl)cc1)Nc1ccc(N2CCN(c3ccccc3)CC2)c(F)c1,100,.,6,4.2,-3,2,.,0,-7,1470,5
CC1CN(C(=O)c2ccccc2Sc2ccccc2C#N)CC(C)O1 (stereo not drawn),101,.,5,-0.3,1,0,-2,8,-3,1486,-1
COc1ccc(CCNc2nc3c(c(=O)n(C)c(=O)n3C)n2C)cc1OC,110,.,4,-0.8,-2,-11,0.083,2,4,1566,10
O=C(COC(=O)c1cc(=O)c2ccccc2o1)NC1CCCC1,101,-6,3,1.1,3,4,0.52,5,7,1558,2
CC1CN(C(=O)c2cccc(S(=O)(=O)Nc3ccc(Cl)cc3)c2)CC(C)O1 (stereo not drawn),114,-10,-1,1.0,-6,-9,-0.73,12,0,1518,-2
Cc1ccc(NC(=O)CN(C)C(=O)COc2c(Cl)cc(Cl)c3ccc(C)nc23)cc1,95,7,14,5.4,0,2,.,1,8,1507,1
CCN(CC)c1ccc(/C=N/NC(=O)c2cccc(S(=O)(=O)Nc3ccccc3OC)c2)cc1,96,15,-6,2.0,6,12,0.087,11,-3,1685,4
Nc1ncc(Br)cc1S(=O)(=O)NCCC(=O)N1CCN(c2ncccn2)CC1,91,-2,-2,0.6,9,13,0.85,-4,5,1587,7
COc1cccc(C2NC(C)(C(=O)O)C3C(=O)N(C(C)C)C(=O)C23)c1O (stereo not drawn),96,-29,-6,1.5,1,10,.,-26,-1,1380,0
c1cnc2c(OCc3nc4ccccc4[nH]3)cccc2c1,156*,3,-48,-0.5,1,-63,1.1,-9,3,1441,6
O=C(COC(=O)CNC(=O)c1ccccc1)Nc1ccc(Cl)cc1C(F)(F)F,93,-11,6,0.9,2,9,0.2,3,4,1617,4
COc1ccccc1N1CCN(C/C(C)=C/c2ccccc2)CC1,94,31,-4,0.7,9,11,.,-8,2,1675,5
Cc1ccc(-n2[nH]c(C)c(C=Nc3ccc(S(=O)(=O)Nc4nccs4)cc3)c2=O)cc1,109,-30,-2,2.9,-4,-12,.,-10,-3,1365,-3
O=C(COC(=O)c1ccco1)NC(c1ccccc1)c1ccccc1,99,-11,3,1.3,4,11,0.91,-7,4,1612,4
CCNC(=O)COc1cc(C)c(Cl)c(C)c1,92,.,-2,-0.3,6,10,-0.00097,-6,0,1411,-2
COC(=O)c1cc(OC)c(OC)cc1NCC(=O)Nc1ccc(C)cc1,98,-12,3,1.9,5,2,.,1,1,1664,0
Cc1cc(C(=O)N2CCN(Cc3ccc4c(c3)OCO4)CC2)on1,95,10,4,0.3,2,6,.,-3,2,1581,-1
COc1ccc(CNC(=O)CN(C(=O)Cn2nnc(-c3ccccc3F)n2)c2ccc(C)cc2)cc1,103,1,3,6.7,3,-1,0.11,-12,2,1363,2
Cc1ccc(OCC(O)CN2C(=O)NC(C)(C)C2=O)cc1C (stereo not drawn),98,-8,-3,0.3,4,7,.,-1,2,1459,5
CCNCCNC(=O)c1c(O)c2c([nH]c1=O)CCCC2,101,-17,0,0.6,-3,8,.,-7,9,1621,8
Cc1ccc2nc(SCc3ccccc3)c(C=O)c(=O)n2c1,97,-4,10,3.2,3,2,0.67,1,4,1419,-1
O=C(NCCN1C(=O)S/C(=C\c2ccc(Cl)c(Cl)c2)C1=O)C1COc2ccccc2O1 (stereo not drawn),106,4,3,7.2,-1,-5,0.31,-1,-6,1518,4
CCOC(=O)c1c(NC(=O)CSc2nnc3ccccn23)sc2c1CCC2,92,-13,0,0.1,-1,8,0.07,2,5,1547,10
COc1ccc(S(=O)(=O)N2CCC(C(=O)N3CCC(C(N)=O)CC3)CC2)cc1Cl,94,-9,-3,0.8,2,8,-0.072,1,4,1689,9
Cc1ccc(C2CC(=O)NC(SCc3ccccc3)=C2C#N)o1 (stereo not drawn),106,0,14,1.1,4,1,0.64,7,5,1651,4
CN1CCN(c2nc3c(c(=O)[nH]c(=O)n3C)n2Cc2cccc3ccccc23)CC1,100,-18,5,0.3,2,6,.,-4,-2,1700,7
CCCCCC(=O)N1CCN(CCN=CC2=C(O)CC(c3cccs3)CC2=O)CC1 (stereo not drawn),98,.,-7,0.5,6,6,.,-5,4,1654,13
O=C(CCNC(=O)c1ccco1)Nc1ccccc1N1CCOCC1,107,10,-7,-0.6,1,1,0.13,-23,5,1497,-5
CCC(=O)Nc1ccc(C(=O)Nc2c[nH]c(=O)[nH]c2=O)cc1,106,-23,-9,1.1,1,-6,0.033,7,8,1504,0

# Gathered by group: the compounds so far with a cyano group
SMILES,STAT3 activator,S1P3 antag,STAT1 inh,RAM network inh,PPARg SRC-3 ag,STAT3 inh,ROMK primary,TLR4 MyD88 comp,PPARg SRC-1 ag,SRC2 TRFRET art,PPARg SRC2 recr
CC1CN(C(=O)c2ccccc2Sc2ccccc2C#N)CC(C)O1 (stereo not drawn),101,.,5,-0.3,1,0,-2,8,-3,1486,-1
Cc1ccc(C2CC(=O)NC(SCc3ccccc3)=C2C#N)o1 (stereo not drawn),106,0,14,1.1,4,1,0.64,7,5,1651,4

# The list continues:
SMILES,STAT3 activator,S1P3 antag,STAT1 inh,RAM network inh,PPARg SRC-3 ag,STAT3 inh,ROMK primary,TLR4 MyD88 comp,PPARg SRC-1 ag,SRC2 TRFRET art,PPARg SRC2 recr
CNCc1cc(Br)c(OCC(=O)Nc2ccccc2OC)c(OC)c1,94,-5,3,0.3,1,14,-0.39,-1,1,1459,8
Cc1cc(C)c(OCCOCCN(C)C)c(Br)c1,98,16,4,-1.5,2,5,.,2,-1,1516,-2
COc1cc(NC(=O)CCc2ccccc2)nc(OC)n1,99,0,-10,2.5,-3,5,.,5,-3,1456,-8
CC(=O)c1ccc(NC2OC(CO)C(O)C(O)C2O)cc1 (stereo not drawn),96,-24,-1,-0.5,0,13,1.3,-3,7,1501,0
COc1cccc(CNc2nn[nH]n2)c1OC,96,-29,-1,0.8,6,8,0.11,19,1,1545,6
O=C(CCn1c(=S)[nH]c2ccccc2c1=O)NCCCN1CCCC1=O,99,-27,4,-0.3,4,4,0.94,6,6,1691,2
CCCCNC(=O)CCCCCNS(=O)(=O)c1ccc(OC)cc1,93,-17,0,-0.1,8,16,.,15,9,1635,4
CNc1cc([N+](=O)[O-])ccc1N/C=C/C(=O)c1cccs1,176*,.,-6,1.0,1,-92,1.9,-10,-5,1420,-2
CCOC(=O)C(C)Sc1cnccn1 (stereo not drawn),99,-19,4,0.9,1,7,.,-6,8,1470,5
CC(C)c1ccc(NC(=S)NNC(=O)c2cccnc2)cc1,105,-12,-18,0.7,1,0,0.19,3,1,1699,-1
Cc1ccc2[nH]c3c(=S)nc[nH]c3c2c1,99,-1,0,7.5,22,4,.,3,23*,2733*,38*
CCOC(=O)C1CCCN(S(=O)(=O)Cc2ccccc2)C1 (stereo not drawn),82,-12,-12,2.4,12,24,-0.26,-11,3,1396,7
CCOc1ccc(-n2c(N)c(C(=O)NCc3ccco3)sc2=S)cc1,100,.,-8,1.1,8,4,.,-3,4,1635,1
CCOC(=S)SCc1cn2ccccc2n1,101,2,-1,-0.6,1,7,-0.66,-13,6,1518,-2
CCCCN1C(=O)c2ccccc2C1C(=O)NC1CCCC1 (stereo not drawn),100,-20,6,2.2,0,3,.,-7,2,1618,2
Cc1ccc(C)c(NC(=O)CSc2nc3c(c(=O)n2C)SC(C)C3)c1 (stereo not drawn),99,1,4,1.4,1,2,.,1,4,1622,-1
O=C(Nc1nnc(C2CC2)s1)C1COc2ccccc2O1 (stereo not drawn),71,-6,-10,-0.1,5,36,.,-19,5,1623,7
CCOC(=O)CSc1nnc2n1C(C)(C)Cc1ccccc1-2,93,-17,-3,-0.2,7,7,0.5,-6,2,1604,4
O=C(O)Cc1ccc(NC(=O)c2ccc(NC(=O)c3ccco3)cc2)cc1,104,.,-3,0.9,0,3,-0.69,4,8,1590,6
CCCCc1c(O)nc(SCC(=O)N2CCCCC2)n(-c2ccccc2C)c1=O,96,-10,1,3.0,1,8,.,-3,0,1620,7
COC(=O)c1cccc(NC(=O)Cc2ccc(OC)cc2)c1C,99,.,0,1.0,-5,3,.,-19,1,1562,3
CC(=O)Nc1cccc(NC(=O)CS(=O)(=O)c2cn(CC(=O)N3CCOCC3)c3ccccc23)c1,106,-8,-3,2.4,-2,-8,-0.46,-3,3,1431,0
